Screens from PubChem BioAssay.
SIAH1 antagonists – blockers of Siah-1 interaction with plectin peptide – biochemical, fluorescence polarization, rhodamine-plectin, uHTS, primary screen (AID 1817) | Siah-1 / rhodamine-plectin peptide fluorescence polarization; higher % means a stronger effect | displacement, % at 20 µM; hits with a dose series show IC50 in µM | 290,000 tested, 0.02% active;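 active = displacement of at least 50% at 20 µM, with a fluorescence ratio check between 0.3 and a set limit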;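 also: plate controls were Siah plus tracer with DMSO for no effect and tracer alone without Siah for full effect; strong numbers were not always called active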
Salmonella PhoP GFP – PhoP-dependent GFP reporter repression – Salmonella Typhimurium, primary screen (AID 1863); S. Typhimurium PhoP-regulated promoter GFP reporter, 4 h; higher % means a stronger effect; 300,000 tested, 0.16% active; inhibition, % at 50 µM; hits with a dose series show IC50 in µM;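 active = inhibition over 29.93%, a cutoff 3 SD above the screen mean, later confirmed by dose response; inconclusive = inhibition over 29.93% but no dose response follow-up; inactive = inhibition at most 29.93% or unconfirmed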;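 also: 0% = low Mg2+ inducing control and 100% = high Mg2+ repressing control; strong numbers were not always called active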
KOR beta-arrestin-1 – KOR antagonists, beta-arrestin recruitment, cell-based, luminescence, uHTS (AID 1778) | 290,000 tested, 0.091% active | inhibition, % at 10 µM; hits with a dose series show IC50 in µM | KOR beta-arrestin recruitment, luminescence, antagonist mode; higher % means a stronger effect; also: strong numbers were not always called active
NOD1 inhibition – inhibition of NOD1-driven NF-kB reporter – cell-based, luminescence, uHTS, primary screen (AID 1578) | one-dose inhibition, % at 4 µM; EC50 in µM for titrated hits | NOD1-driven NF-kB luciferase reporter cells, luminescence; higher % means a stronger effect | 290,000 tested, 1% active; in the data active = inhibition mostly above about 36%, no sharp cut-off; inactive = mostly below about 34%;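 also: HEK-293T reporter cells stimulated with the NOD1 agonist gamma-tri-DAP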
KOR beta-arrestin-2 – KOR agonists, beta-arrestin recruitment, primary screen, cell-based, luminescence, uHTS (AID 1777). 280,000 tested, 0.02% active. activation, % at 10 µM; hits with a dose series show EC50 in µM. KOR beta-arrestin recruitment, luminescence; higher % means a stronger effect; in the data active = activation above about 50%, passing the limit was not always enough; also: a part of the inactive calls stands beside numbers as strong as those of hits
LYP phosphatase – inhibitors of LYP phosphatase, biochemical, fluorescence intensity, uHTS (AID 1779). 290,000 tested, 0.054% active. inhibition, % at 11.5 µM; hits with a dose series show IC50 in µM. recombinant LYP phosphatase, fluorescence intensity; higher % means a stronger effect;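 also: plate controls were vehicle with enzyme for no effect and no enzyme for full effect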
Myeloid diff MLP – compounds promoting myeloid differentiation | calls only at 10 µM | 360,000 tested, 1% active | ER-HoxA9 myeloid progenitors, lysozyme-GFP differentiation, flow cytometry;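 active = normalized GFP-positive differentiation at or above the plate's own cutoff, the solvent-only control mean plus 3 SD; inconclusive = no clear call, values can overlap the other calls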;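 also: cells exposed to compound for four days before flow analysis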
HIV fusion peptide – inhibitors of HIV fusion peptide binding, primary screen, biochemical, uHTS, fluorescence dequenching (AID 1986). cell-free peptide binding, fluorescence dequenching, 30 min; higher % means a stronger effect. inhibition, % at 20 µM, or IC50 in µM where a hit was titrated. 290,000 tested, 0.3% active; in the data active = inhibition mostly above about 52%, no sharp cut-off; inactive = mostly below about 76%; also: some results filed as inactive read as strong as hits
NOD2 inhibition – NOD2 signaling inhibitors, cell-based, luminescence, uHTS, HEK293 (AID 1566) | HEK293 NOD2/NF-kB luciferase reporter, luminescence; higher % means a stronger effect | inhibition, % at 4 µM, or EC50 in µM where a hit was titrated | 290,000 tested, 0.63% active; also: many of its hits are not listed in these tables
Myeloid diff MLP GFP+ MAC1+ % – recorded beside Myeloid diff MLP, whose call it bears; GFP+ MAC1+ double positive, %; measured here: differentiation confirmed by MAC1 staining
* marks the source's active call; other numbers are inactive results; i = inactive; ? = inconclusive; . = no result given; + = active, no number; [ ] = dose if it differs, or a comment. Rule as the data show it, unless noted: active = inhibition above about 50%; inactive = the rest. An excerpt; the hit share may differ from the screen's.

#	Compound	SIAH1 antagonists	Salmonella PhoP GFP	KOR beta-arrestin-1	NOD1 inhibition	KOR beta-arrestin-2	LYP phosphatase	Myeloid diff MLP	Myeloid diff MLP GFP+ MAC1+ %	HIV fusion peptide	NOD2 inhibition
1	CCOC(=O)C(Cc1ccc(NC(=O)/C(=C\c2ccccc2)NC(=O)c2ccccc2)cc1)N1C(=O)c2ccccc2C1=O (stereo not given)	-2%	14%	-13%	-18%	1.0%	9%	i	1.0	-1.8%	0%
2	Cc1cccc2cc(CN(Cc3ccco3)C(=O)NC3CCCCC3)c(=O)[nH]c12	6%	-9%	-5%	5%	-4.9%	4%	i	1.0	1.1%	13%
3	CC1(C(=O)NCC2CCCO2)Oc2cccnc2NC1=O (stereo not given)	-3%	0%	-1%	0%	-6.2%	-4%	i	0.5	-0.9%	18%
4	Cc1cc(C)c(S(=O)(=O)NC2CCN(Cc3ccccc3)CC2)c(C)c1	0%	.	-19%	2%	-0.6%	0%	i	0.3	0.9%	24%
5	Cc1onc(-c2ccccc2)c1C(=O)Nc1cc(C(F)(F)F)ccc1N1CCOCC1	0%	9%	-36%	-1%	1.0%	-1%	?	.	0.2%	-10%
6	c1ccc(-c2ccccc2OCCCN2CCCC2)cc1	14%	17%	-31%	3%	0.8%	-5%	i	0.1	1.4%	-3%
7	O=c1cc(-c2ccccc2)nc2nc(SCc3ccccc3)[nH]n12	4%	-8%	-22%	-8%	-1.5%	-6%	i	0.4	18%	1%
8	COc1cc(NC(=O)c2ccc(NC3=NC4CS(=O)(=O)CC4S3)cc2)cc(OC)c1 (stereo not given)	39%	.	7%[20 µM]	-31%	0.5%	-10%	i	2.4	0.7%	-2%
9	Cc1ccc(S(=O)(=O)N(Cc2cc3cccc(C)c3[nH]c2=O)c2ccccc2)cc1	5%	-2%	11%	26%	7.8%	9%	+	2.6*	0.7%	4%
10	Nc1nc(/C=C/c2ccc(F)cc2)nc(-c2ccccc2O)n1	2%	10%	4%	-15%	3.7%	1%	i	0.1	1.8%	2%
11	S=C(NCCc1ccccc1)N1CCc2ccccc2C1	-2%	-3%	7%	-2%	1.4%	-3%	i	0.2	-0.7%	-22%
12	O=C(NCC1CCCO1)c1ccc(Oc2ccc([N+](=O)[O-])cc2Cl)cc1 (stereo not given)	-6%	-8%	-5%[20 µM]	14%	-0.6%	-8%	i	0.4	-0.7%	8%
13	Cc1c(Cl)cccc1N1C(=O)CC(N(O)c2ccccc2)C1=O (stereo not given)	8%	-3%	34%	-36%	-0.8%	-4%	i	0.6	7.0%	4%
14	CC1=NN(c2ccccc2)C(=O)C1N=Nc1ccc(N)cc1 (stereo not given)	-8%	5%	-16%	-5%	-4.1%	19%	.	.	-3.5%	-9%
15	O=c1cc2c(nn1Cc1c(Cl)cccc1Cl)-c1ccccc1CC2	1%	0%	6%	14%	-4.6%	4%	i	1.1	-1.4%	12%
16	CO/N=C/C(C#N)=C/c1cc(C(=O)c2ccc(F)cc2)cn1C	9%	-3%	7%	-12%	-3.0%	0%	i	0.4	-1.5%	21%
17	Cn1c(SCCC#N)nnc1-c1ccc(F)cc1	7%	1%	12%	-22%	-1.1%	1%	i	0.3	1.6%	16%
18	O=C(COC(=O)c1cccc([N+](=O)[O-])c1)NCc1cccs1	2%	-9%	-4%	-33%	-1.5%	-5%	i	0.4	0.4%	14%
19	CCN(CC(=O)Nc1ccccc1C(=O)Nc1ccccc1)Cc1nc2ccccc2c(=O)[nH]1	6%	0%	-7%	-14%	-3.5%	-1%	i	0.0	-0.1%	23%
20	CC1(C)CC(=O)C(C2c3ccccc3S(=O)(=O)c3ccccc32)C(=O)C1	1%	-7%	-44%[20 µM]	6%	-2.6%	-7%	i	0.9	-2.0%	-12%
21	N#C/C(=C\c1cn(Cc2ccccc2F)c2ccccc12)C(=O)NCc1ccco1	12%	-6%	-240%	-16%	72%	3%	i	0.5	26%	19%
22	O=C(CSc1nc2c(sc3ccccc32)c(=O)n1CCCN1CCOCC1)NC1CCCC1	2%	-5%	-5%	4%	18%	-5%	i	1.0	-1.9%	21%
23	COC(=O)C1=C(O)C2(C(=O)O)CC(C(=O)OC)=C(O)C(C(=O)O)(C1)C2	-1%	-7%	11%	-2%	1.6%	-7%	i	0.6	0.9%	9%
24	Cc1ccc2c(c1)-c1ccccc1S(=O)(=O)N2	0%	.	-20%	-21%	-2.7%	-2%	i	0.8	1.5%	-6%
25	CCOc1ccc(NC(=O)CCS(=O)(=O)c2cccc3nsnc23)cc1	2%	-7%	3%	0%	0.8%	4%	i	0.3	-2.4%	12%
26	COC(=O)C1=NN(C(=O)c2ccccc2)C(O)(c2ccc([N+](=O)[O-])cc2)C1 (stereo not given)	-3%	11%	-12%	36%	-2.0%	-16%	.	.	-1.2%	13%
27	Cc1cc(N2CCCCC2)n2ncc(-c3ccccc3)c2n1	0%	0%	-5%	-36%	-0.6%	-1%	i	1.0	-1.8%	-63%
28	O=C(Nc1ccc(S(=O)(=O)NC2=NCCCCC2)cc1)c1cc(S(=O)(=O)N2CCOCC2)ccc1F	0%	-3%	-13%	-25%	1.0%	-12%	i	2.9	1.9%	12%
29	Cc1noc2ncc(C(=O)c3cc(F)ccc3O)cc12	4%	-3%	-13%	7%	-1.2%	-6%	i	3.1	-1.9%	0%
30	COc1cc(/C=N/Nc2nc(=O)[nH]nc2C)cc(OC)c1O	0%	-5%	-18%[20 µM]	-33%	-3.6%	-1%	i	0.3	-4.3%	-1%
31	CC(C)(C)N1CC(OC(N)=O)C1	-3%	11%	19%	3%	-0.7%	-8%	+	0.2*	-0.3%	15%
32	C/C(=N\NC(=O)c1nnn(-c2nonc2N)c1C(C)C)c1ccncc1	-5%	4%	-5%	-12%	-2.6%	-5%	i	0.7	-0.7%	6%
33	O=C1NC(c2ccc(O)cc2)Nc2ccccc21 (stereo not given)	-1%	12%	-61%[20 µM]	-12%	-1.2%	-14%	i	0.2	-1.2%	-5%
34	CCN(CC)S(=O)(=O)c1cc(NC(=O)c2ccc(Br)s2)ccc1C	2%	-4%	-27%	26%	2.5%	1%	i	0.6	1.0%	3%
35	N=c1sccn1CC(=O)Nc1ccc([N+](=O)[O-])cc1Cl	-4%	-2%	-6%	-4%	0.8%	-2%	i	0.7	-1.3%	-7%
36	CCN1CCN(C(=O)CCc2nnc(CCc3ccccc3OC)o2)[C@@H](C)C1=O	8%	0%	21%	-16%	0.2%	-15%	i	1.0	2.5%	2%
37	CN(CC1CCCN(CCc2ccc(Cl)cc2)C1)C(=O)c1ccco1 (stereo not given)	-4%	-2%	-7%	-28%	16%	-4%	i	0.9	0.5%	1%
38	CS(=O)(=O)N(CC(=O)N1CCc2ccccc2C1)c1ccccc1Br	3%	6%	-4%	-22%	-0.3%	-12%	i	0.6	0.1%	0%
39	COc1ccc(CCNC(=O)CN(c2ccccc2OC)S(=O)(=O)c2ccc(C)cc2)cc1	-4%	3%	20%	-13%	-5.7%	-8%	i	1.1	-1.0%	-10%
40	CN(CC(=O)NC1CCCc2ccccc21)S(=O)(=O)c1cccs1 (stereo not given)	4%	7%	23%	-12%	0.6%	3%	i	1.0	2.2%	0%
41	CCOC(=O)N1CCN(c2ncnc3c2cnn3-c2ccc(Cl)cc2)CC1	-4%	9%	4%	-2%	-0.9%	-5%	.	.	-3.2%	11%
42	N/C(=N\OC(=O)c1ccc(Cl)c([N+](=O)[O-])c1)c1ccccn1	2%	1%	3%	1%	-2.8%	-6%	i	0.1	-1.4%	-4%
43	CC(/C=C/c1ccccc1)=N/NC(=O)Cn1nnc(N)n1	0%	1%	-23%	2%	0.9%	-2%	i	0.9	1.7%	29%
44	CCc1ccc(NC(=O)Cn2nnc(C(=O)NCc3ccc4c(c3)OCO4)c2N)cc1	1%	-8%	-38%	-5%	0.8%	-17%	i	3.8	0.4%	-14%
45	CC(C)N(Cc1nccn1C)C(=O)c1cc(COc2cccc(C(F)(F)F)c2)on1	-8%	-1%	-20%	-8%	-1.0%	-9%	i	4.0	-0.1%	16%
46	O=C(Cn1nc(Cc2cccnc2)c2ccccc2c1=O)N1CCN(C(=O)c2ccco2)CC1	1%	5%	-35%	-9%	-3.6%	-4%	i	1.2	4.1%	6%
47	COC(=O)C1=C(C)NC=C([N+](=O)[O-])C1c1ccc(OC)cc1 (stereo not given)	-2%	-6%	-28%	-13%	-1.1%	-1%	i	0.3	6.9%	10%
48	Cc1ccc(C(=O)Nc2ccccc2C(=O)O)cc1S(=O)(=O)Nc1ccccc1	0%	-6%	-96%[20 µM]	.	10%	-7%	i	0.3	39%	.

Pulled by compound from the entries so far, 2 records:
#	Compound	SIAH1 antagonists	Salmonella PhoP GFP	KOR beta-arrestin-1	NOD1 inhibition	KOR beta-arrestin-2	LYP phosphatase	Myeloid diff MLP	Myeloid diff MLP GFP+ MAC1+ %	HIV fusion peptide	NOD2 inhibition
39	COc1ccc(CCNC(=O)CN(c2ccccc2OC)S(=O)(=O)c2ccc(C)cc2)cc1	-4%	3%	20%	-13%	-5.7%	-8%	i	1.1	-1.0%	-10%
43	CC(/C=C/c1ccccc1)=N/NC(=O)Cn1nnc(N)n1	0%	1%	-23%	2%	0.9%	-2%	i	0.9	1.7%	29%

The results go on:
#	Compound	SIAH1 antagonists	Salmonella PhoP GFP	KOR beta-arrestin-1	NOD1 inhibition	KOR beta-arrestin-2	LYP phosphatase	Myeloid diff MLP	Myeloid diff MLP GFP+ MAC1+ %	HIV fusion peptide	NOD2 inhibition
49	COc1ccc(NS(=O)(=O)c2cc(N/C(=N\S(=O)(=O)c3ccccc3)c3ccc(F)cc3)ccc2Cl)cc1	8%	-6%	-21%	12%	5.3%	3%	+	7.5*	-1.1%	-1%
50	CCCCCn1c(CNC(=O)c2cccs2)nc2ccccc21	4%	0%	13%	-9%	-1.0%	-1%	i	7.4	2.7%	0%
51	CCOc1cc(N2CCOCC2)c(OCC)cc1NC(=O)[C@H](C)NC(=O)c1ccco1	-5%	-5%	-42%	-30%	2.5%	-10%	i	0.4	-0.4%	3%
52	CCCC1=Nc2cc(C(=O)NCCCOCC)ccc2Sc2ccccc21	2%	-3%	-99%	-4%	2.6%	0%	.	.	4.6%	-39%
53	COc1ccc(C2=NN(C(=O)C(O)c3ccccc3)C(O)(C(F)(F)F)C2)cc1 (stereo not given)	3%	9%	35%	-7%	-4.5%	-6%	i	0.4	-1.3%	3%
54	Cc1ccc2cccc(OCC(=O)Nc3ccc(N4CCOCC4)cc3)c2n1	-4%	-1%	15%	-15%	-4.1%	-1%	i	0.8	-2.9%	6%
55	CCn1c(SCC(=O)c2ccc(NC(C)=O)c(OC)c2)nnc1-c1ccc(NS(C)(=O)=O)cc1	8%	-6%	15%	-16%	3.9%	0%	i	0.7	1.3%	12%
56	COC(=O)c1ccc2c(=O)n(Cc3ccc(C(=O)NCCCN4CCOCC4)cc3)c(=S)[nH]c2c1	0%	-1%	14%	-17%	4.2%	-7%	i	2.9	1.1%	3%
57	c1cc2ccc3ccc(CN4CCOCC4)c4ccc(c1)c2c34	2%	-2%	-29%	-3%	-0.5%	0%	i	1.5	1.8%	-23%
58	C/C(=N\NC(=S)Nc1ccccc1)C1Cc2ccccc2C(=O)O1 (stereo not given)	-1%	-1%	21%	3%	-1.5%	-3%	i	0.9	-1.1%	2%
